# ELG1 genotox: induces genotoxicity in HEK293T cells with luciferase-tagged ELG1. HEK293T ELG1-luciferase reporter, luminescence, 16 h. Potency, µM (highest dose often 46 µM), for the others: at the top dose activity change, positive = activation, most hits filed as activators. 330,000 compounds, 1.3% hits; also: potency is read from the fitted curve at half-maximal effect; % of control where 0% means no effect; nearly all actives have a fitted effect of over 60% in size
#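 Luminescence read-out: rising ELG1-luciferase signal, reflecting elevated ELG1 protein under genetic stress, flags genotoxic compounds. Cells were treated for 16 hr at 37 °C before ONE-Glo detection.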
# VP16 counter: counter-screen for ROR gamma inhibitors: Gal4-VP16 reporter | Drosophila S2 Gal4-VP16 UAS-luciferase, luminescence, 20 h | Potency, µM (top dose mostly 53.6 µM), inactives show top-dose activity, negative = inhibition, usual class: inhibitors | 310,000 compounds, 3.5% hits;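 also: Gal4-VP16 expression switched on by copper sulfate through the metallothionein promoter; potency is read from the fitted curve at half-maximal effect; % is scaled to controls: 0 for no effect and ±100 for the full control effect; nearly all actives have a fitted effect of over 50% in size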
# Giardia kill: Giardia lamblia killing. 340,000 compounds, 0.15% hits. Giardia lamblia trophozoite viability. activity change, % at 7.66 µM, hits read low. AID 540267; in the data active = activity change below about -80%; inconclusive = between about -30% and that limit;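 also: parasites exposed to compound for two days anaerobically before the ATP read; % is scaled to controls: 0 for no effect and ±100 for the full control effect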
#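 Trophozoites 100 cells/well + cpd; 48 hrs, 37 deg C, anaerobic. ATPLite 1-Step added, 15-30 min RT, luminescence read (ATP-based viability).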
# Tb PFK inh: blocks T. brucei phosphofructokinase; O15648; T. brucei PFK, ADP-Glo luminescence; Potency, µM (titrated, usually from 57.5 µM), without a hit: top-dose activity, negative = inhibition, most hits filed as inhibitors; 330,000 compounds, 0.17% hits; AID 485367;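 also: potency is read from the fitted curve at half-maximal effect; 0% = uninhibited 1x PFK enzyme wells and -100% = no-enzyme wells; nearly all actives have a fitted effect of over 60% in size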
# Target sequence (O15648 whole entry, looked up): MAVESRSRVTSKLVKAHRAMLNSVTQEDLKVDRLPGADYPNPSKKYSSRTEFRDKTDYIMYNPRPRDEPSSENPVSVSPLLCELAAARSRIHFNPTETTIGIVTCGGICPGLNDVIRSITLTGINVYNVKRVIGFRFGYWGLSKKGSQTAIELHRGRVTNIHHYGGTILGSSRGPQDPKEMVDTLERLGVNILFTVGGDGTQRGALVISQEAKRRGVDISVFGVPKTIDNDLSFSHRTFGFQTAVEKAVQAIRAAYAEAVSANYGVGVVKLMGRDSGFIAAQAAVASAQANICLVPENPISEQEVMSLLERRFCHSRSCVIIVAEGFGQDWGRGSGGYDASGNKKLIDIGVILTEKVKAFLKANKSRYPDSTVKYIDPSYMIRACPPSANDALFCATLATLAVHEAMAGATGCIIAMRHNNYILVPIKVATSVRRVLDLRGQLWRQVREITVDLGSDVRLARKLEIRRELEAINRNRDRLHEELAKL
#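 Activity is normalized to no-enzyme wells (full inhibition) and 1.25 nM enzyme wells (no inhibition). Reaction: 0.5 mM F6P, 0.1 mM ATP, 45 min RT, ADP-Glo luminescence; concentration-response curves fitted and classed by quality.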
# NPC1 prom act: activators of NPC1 promoter; Huh7 NPC1 promoter luciferase reporter, 24 h; Potency, µM (series often up to 9.22 µM), inactives show at the highest dose activation, actives largely listed as activators; 320,000 compounds, 2.4% hits; AID 485313;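 also: potency is read from the fitted curve at half-maximal effect; % of control where 0% means no effect; nearly all actives have a fitted effect of over 60% in size; reporter is driven by a mutant NPC1 promoter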
#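 Huh7 reporter cells (NPC1 promoter driving luciferase) are dosed with compound for 24 h at 37 °C, 5% CO2; luciferase detection reagent is then added and luminescence measured after 10 min at ambient temperature.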
# FLuc modulator: counter-screen for miR-21 project: firefly luciferase inhibitors or activators | Potency, µM (highest dose often 57.5 µM), without a hit: top-dose activity change, negative = inhibition, actives largely listed as inhibitors | purified FLuc, Km substrates, luminescence inhibition | 360,000 compounds, 6.9% hits | AID 588342 | P08659;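 also: potency is read from the fitted curve at half-maximal effect; plate controls were vehicle for no effect and reference inhibitor for full effect; nearly all actives have a fitted effect of over 55% in size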
#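 Biochemical qHTS of compounds, final roughly 60 µM downward over six points, against 10 nM purified firefly luciferase using Km concentrations of substrates (10 uM D-luciferin, 10 uM ATP) in Tris acetate pH 7.5 buffer; luminescence output.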
# Coupling enz: coupling enzyme interference in Giardia aldolase counter-screen; activity change, negative = inhibition, % at 58.2 µM, hits read low; 290,000 compounds, 0.67% hits; coupling enzyme system counterscreen, AmpLite Red fluorescence; AID 2472; in the data active = activity change below about -30%; also: % is scaled to controls: 0 for no effect and ±100 for the full control effect
#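 Activity here indicates interference with the coupling reaction, not aldolase inhibition. Compounds at 57.5 uM final met coupling enzymes for 10 min at RT; substrate and AmpLite Red detection followed, with a 525/598 nm fluorescence read after 20 min.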
# KCNH2 3.1 inh: KCNH2 3.1 (human) potassium channel inhibition. U2OS KCNH2 3.1, thallium flux FluxOr; active compounds read low. activity change, % (tested at about 1.8 µM). 340,000 compounds, 0.95% hits. AID 720553;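 active = maximum activity change below -70%; inconclusive = maximum activity change from -70% to -50%; inactive = maximum activity change above -50%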;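 also: thallium influx rate constant from kinetic fluorescence after stimulation buffer; % is scaled to controls: 0 for no effect and ±100 for the full control effect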
#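 Channel expression came from 3.1 mutant virus (1.77 x 10^8 /mL) applied to suspended U2OS cells for 4 h. Flux was tracked with FluxOr dye plus Red40 quencher, and kinetic rate constants normalized to controls.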
# RORgamma inh: inhibitors of mouse ROR gamma transcriptional activity. 310,000 compounds, 5.4% hits. Potency, µM (highest dose often 53.6 µM), without a hit: top-dose activity change, negative = inhibition, usual class: inhibitors. AID 2551. Drosophila S2 Gal4-RORgamma UAS-luciferase reporter, 20 h. P51450; also: potency is read from the fitted curve at half-maximal effect; % is scaled to controls: 0 for no effect and ±100 for the full control effect; nearly all actives have a fitted effect of over 60% in size
# Target sequence (P51450 whole entry, looked up, the tested form may be a part): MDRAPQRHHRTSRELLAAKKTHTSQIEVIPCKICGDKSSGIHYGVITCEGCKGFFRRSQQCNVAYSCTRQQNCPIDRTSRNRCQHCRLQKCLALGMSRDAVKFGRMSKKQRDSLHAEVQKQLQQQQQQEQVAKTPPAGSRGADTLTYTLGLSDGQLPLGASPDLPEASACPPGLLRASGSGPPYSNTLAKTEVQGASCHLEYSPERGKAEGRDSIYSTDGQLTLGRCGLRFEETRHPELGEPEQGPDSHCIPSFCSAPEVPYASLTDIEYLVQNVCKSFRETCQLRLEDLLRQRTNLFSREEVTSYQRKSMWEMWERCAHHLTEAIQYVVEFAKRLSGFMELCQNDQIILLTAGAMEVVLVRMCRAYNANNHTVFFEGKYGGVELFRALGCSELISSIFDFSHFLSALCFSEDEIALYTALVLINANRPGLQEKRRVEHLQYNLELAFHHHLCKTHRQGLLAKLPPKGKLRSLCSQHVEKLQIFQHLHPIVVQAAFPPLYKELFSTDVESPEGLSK
#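 Drosophila Schneider cells stably carrying a metallothionein-driven Gal4 DBD–ROR gamma fusion and a UAS-Photinus luciferase reporter were exposed to compound for 1 hr, then induced with copper sulfate (700 uM final) for 20 hr at ambient temperature before luminescence reading.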
# uPA generation: cell surface uPA generation inhibition. 330,000 compounds, 0.31% hits. Potency, µM (doses to about 38.3 µM), for inactives: top-dose activity change, negative = inhibition, most hits filed as inhibitors. cell surface uPA generation assay, qHTS; active = well fitted inhibition curve with a large enough effect; inconclusive = small, poorly fitted or top-dose-only effect; inactive = no such curve, though single readings can be large or run the other way; tested in mouse RAW 264.7 cells; also: potency is read from the fitted curve at half-maximal effect; % is scaled to controls: 0 for no effect and ±100 for the full control effect; nearly all actives have a fitted effect of over 55% in size
# Rab9 promoter act: Rab9 promoter activation. Huh7 Rab9 promoter-luciferase reporter, luminescence, 24 h. AID 485297. Potency, µM (highest dose often 9.22 µM), inactives show at the top dose activation, negative = inhibition, most hits filed as activators. 320,000 compounds, 2.8% hits; also: potency is read from the fitted curve at half-maximal effect; % of control where 0% means no effect; nearly all actives have a fitted effect of over 60% in size
#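 Quantitative HTS format; Huh7 Rab9-luciferase reporter cells (1500/well) receive compound 2 h post-plating, incubate 24 h at 37 °C, then get luciferase reagent for 10 min before luminescence reading.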
# The depositor's hits bear a star; ? = inconclusive; / = no result given; [ ] = another dose, or the depositor's remark. Unless noted, calls follow the shape of the dose curve; as a rule, active = well fitted curve in the direction sought with a large enough effect; inconclusive = small, poorly fitted or top-dose-only effect, or another doubt; inactive = no such curve, though single readings can be large; an effect the other way counts as inactive or inconclusive.
SMILES,ELG1 genotox,VP16 counter,Giardia kill,Tb PFK inh,NPC1 prom act,FLuc modulator,Coupling enz,KCNH2 3.1 inh,RORgamma inh,uPA generation,Rab9 promoter act
O=C(CC1C(=O)NCCN1C(=O)c1ccc(Cl)cc1)Nc1ccc(F)cc1 (centres undefined),-7%,6%,-7,1%,-5%,-1%,/,6,-19%,13%,-1%
COc1cccc(/C=C/C(=O)OCC(=O)c2cc(C)n(CC3CCCO3)c2C)c1OC (centres undefined),1%,?,7,-2%,5%,13µM*,-1,-11,?,9%,8%
CCCn1c(=O)c(C(=O)NCc2ccccc2OC)c(O)c2ccccc21,-4%,2%,3,0%,-2%,4%,0,-7,-12%,-6%,-1%
Cc1cc(-c2nn(-c3ccccc3F)cc2CN2CCN(c3ccncc3)CC2)c(C)s1,-4%,3%,6,1%,-5%,-1%,4,-136*,-32%,-1%,2%
COc1cc(/C=N\NC(=O)CNC(=O)C(c2ccccc2)c2ccccc2)ccc1O,-1%,9%,-9,4%,-5%,0%,-1,0,41%,-1%,0%
Cc1ccc(S(=O)(=O)NCC(=O)OCc2ccccc2Br)cc1,1%,19%,-21,1%,-2%,-2%,-1,-2,-25%,-2%,-6%
O=C1NCCN1CCNS(=O)(=O)c1ccc2ccccc2c1,2%,-1%,-1,-8%,2%,3%,2,-2,24%,/,8%
Cn1c(C(=O)NCCc2ccsc2)cc2c(=O)n(C)c3ccccc3c21,-5%,-26%,-1,2%,0%,4%,0,-9,27%,12%,0%
COc1ccc(CC(=O)OCC(=O)Nc2ccc(OC(F)F)cc2)cc1OC,0%,/,3,-7%,-1%,-2%,/,-1,/,1%,18%
Cc1nc2cc(C(F)(F)F)ccc2n1CCNc1nc(-c2ccc([N+](=O)[O-])c(Cl)c2)cs1,-4%,-4%,5,2%,-5%,1%,-3,-9,-19%,-1%,-5%
Nc1nnc(SCC(=O)Nc2ccc(F)c(Cl)c2)n1-c1ccccc1,-4%,-4%,-10,-11%,-2%,1%,4,-4,30%,10%,-2%
CC(C)OCC1CC(CC(=O)NC(=S)Nc2cccc([N+](=O)[O-])c2)C(=O)O1 (centres undefined),-2%,17%,-20,0%,-12%,3%,-1,-5,32%,-19%,-5%
O=C(NCc1ccccn1)c1cc(-c2ccccc2Cl)on1,?,14%,-8,4%,?,11µM*,/,2,?,-3%,24%
CCOc1ccc(N(CC(=O)NCc2ccccc2)S(=O)(=O)c2ccc(C)cc2)cc1,-6%,4%,3,1%,-2%,-1%,-1,-10,36%,/,?
COc1ccc(C(CNC(=O)c2ccc(N3CCCC3=O)cc2)N(C)C)cc1 (centres undefined),-1%,-4%,6,1%,8%,1%,0,0,-7%,-6%,15%
O=C(CSc1nnc(-c2ccc(Cl)cc2)n1Cc1ccco1)c1cccs1,-2%,-27%,-11,-12%,5%,-17%,-1,-15,?,-15%,1%
O=C(Nc1ccccc1C(=O)NCc1ccccc1)c1ccccc1,-1%,-10%,-8,-3%,0%,-3%,1,-10,-14%,5%,-3%
Cc1cccc(CCNC(=O)C2CCN(S(=O)(=O)c3c(C)noc3C)CC2)c1,-4%,-9%,-2,-2%,-2%,-2%,3,1,-3%,14%,0%
CCCNC(=S)Nc1cccc(C(F)(F)F)c1,-6%,?,-7,-9%,-2%,3%,1,0,10µM*,5%,-2%
CCOC(=O)/C(C#N)=C/NC(=O)NC(C)(C)C,-3%,5%,-11,0%,-3%,6%,-1,9,-14%,-3%,-2%
O=C(NC(=S)N1CCN(C/C=C/c2ccccc2)CC1)c1ccc(Cl)nc1,-11%,0.32µM*,?,-4%,-4%,-3%,0,27,0.11µM*,-11%,0%
O=C(CCc1nc(-c2cccs2)no1)NCc1ccc(F)cc1Cl,-4%,17%,11,-3%,-3%,2%,5,-2,-17%,-10%,-4%
Cc1ccc(OCCn2cc(C(=O)O)c3ccccc32)cc1,1%,?,7,-2%,-4%,?,2,16,0%,2%,4%
O=C(Cc1cccs1)N=Nc1c(O)[nH]c2ccc(Br)cc12,-1%,0%,-17,2%,0%,-2%,2,0,9%,-3%,-10%
CC(C)(C)NC(=O)COc1ccc(CNCc2cccnc2)cc1,0%,-3%,19,3%,-2%,-2%,0,-15,-10%,0%,-17%
Cc1nc2cc(Cl)c(Cl)cc2n1CCCO,-6%,1%,19,-10%,-2%,2%,1,-6,15%,5%,-3%
CCn1c(NC(=O)c2ccc(C)cc2)c2ccccc2nc1=O,?,-2%,-13,-7%,4%,9%,-15,-10,-18%,-7%,-13%
CO/N=C/NC(=O)NOCc1ccc(Cl)cc1Cl,5%,2%,-11,-2%,5%,-4%,-3,4,18%,-1%,7%
O=C(Oc1cc(=O)oc2ccccc12)c1ccccc1,2%,-15%,-25,3%,1%,1%,7,-7,-17%,-6%,-1%
Cc1cc(NC(=O)Cn2cc([N+](=O)[O-])cn2)n(Cc2ccc(F)cc2)n1,1%,-2%,13,2%,-1%,-2%,2,-9,27%,4%,-7%
N#C/C(=C/c1cccc([N+](=O)[O-])c1)C(=O)Nc1ccccc1O,0%,1%,17,1%,-2%,?,0,0,32%,-3%,3%
CCn1c(C)c(C)c2cc(C(=O)NCCCN3CCCCCC3)ccc21,0%,-10%,-22,17%,-2%,2%,/,11,-15%,-3%,-1%
Cc1cc(C)nc(NS(=O)(=O)c2ccc(NS(=O)(=O)c3ccsc3)cc2)n1,-1%,-7%,-19,0%,-1%,0%,-1,-89*,2%,9%,4%
CC1Oc2ccccc2N(CC(=O)N2CCCCCC2)C1=O (centres undefined),7%,9%,?,-2%,-2%,2%,3,12,4%,-8%,1%
CCSC1=C(C#N)C(c2ccccc2Cl)C(C(=O)c2cccs2)C(O)(C(F)(F)F)N1 (centres undefined),-9%,-15%,5,1%,0%,4%,2,-16,-25%,2%,2%
COc1cc(CCC(=O)Nc2ccncc2Cl)cc(OC)c1OC,2%,-10%,-5,-13%,7%,6%,/,9,15%,12%,8%
CC(C)CC1Nc2ncnc(N3CCOCC3)c2N(Cc2ccccc2)C1=O (centres undefined),3%,/,4,-1%,/,/,/,0,/,5%,/
Cc1ccc2nc(NC(=O)[C@H](C)N3C(=O)C4CC=CCC4C3=O)sc2c1 (some centres undefined),5%,11%,9,6%,-14%,17µM*,-3,-3,22%,0%,-21%
O=C(O)CC(C(=O)Nc1ccc(Cl)c(Cl)c1)C1CCCO1 (centres undefined),0%,-11%,5,1%,0%,1%,4,12,9%,1%,1%
CCOC(=O)c1cc2ccccc2nc1C,1%,-8%,8,-2%,-3%,-8%,2,5,0%,-5%,-1%
Cc1ccc(NC(=O)C2SC(=Nc3ccccc3)C(C(=O)Nc3ccc(Cl)cc3)=C2N)cc1 (centres undefined),-8%,-1%,9,-4%,2%,-13%,-1,19,13%,-10%,19%
O=c1[nH]c2ccccc2[nH]c1=O,6%,0%,30,1%,1%,-1%,3,-14,15%,7%,-1%
CCn1cc(/C=C(\NC(=O)c2ccc(C)cc2)C(=O)NCCCN2CCOCC2)c2ccccc21,1%,3%,-16,1%,-3%,1%,0,-7,-2%,0%,1%
CCOc1ncccc1C(=O)OCC(=O)Nc1ccc(C)c(S(=O)(=O)N(C)C)c1,1%,-21%,0,-2%,-4%,-9%,-3,5,5%,-1%,1%
CCCC(C(=O)N(C)CC(=O)Nc1ccc(N2CCOCC2)cc1)c1ccccc1 (centres undefined),1%,/,24,-2%,-1%,-1%,/,17,/,0%,0%
CC1CCCC(C)N1C(=O)COc1ccc(C(=O)N/N=C/c2ccc(C(=O)O)cc2)cc1 (centres undefined),4%,0%,39[activator],2%,-3%,-2%,0,13,28%,-2%,-2%
CCOc1ccccc1NC(=O)N1CCCC1C(=O)NCc1cccs1 (centres undefined),3%,-5%,-15,-12%,-5%,3%,1,-8,14%,-1%,17%
Nc1nc(-c2ccco2)nn1C(=O)CCc1ccccc1,3%,0%,-5,0%,-2%,5%[2.3 µM],-3,7,27%,-3%,8%
Cc1cc(Br)ccc1NC(=O)CN(C)C(=O)c1cc(S(=O)(=O)N(C)C)ccc1N1CCCC1,-5%,-3%,0,5%,-2%,6%,/,6,7%,1%,-2%
Cc1ccnc(NC(=O)c2ccc(COc3ccc(Cl)cc3)o2)c1,12%,6%,23,-4%,-2%,?,0,-28,17%,2%,22%
O=C(N/N=C1\CCCc2ccccc21)C(O)c1ccccc1 (centres undefined),0%,-4%,3,4%,-3%,-7%,0,1,-1%,3%,13%

# Screening results deposited in PubChem BioAssay by National Center for Advancing Translational Sciences (NCATS).
